Pf growth 48h – inhibits P. falciparum growth in the first generation, 48 h; P. falciparum luciferase growth in erythrocytes, 48 h; Potency, µM (doses to about 28.7 µM), inactives show at the top dose activity change, negative = inhibition, most hits filed as inhibitors; hit rate 5.9% among 310,000; AID 504832; further: potency means the concentration at half of the fitted maximal effect; on the % scale 0 is the no-effect control and ±100 the full control effect
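Luminescence readout; reporter = integrated firefly luciferase in P. falciparum. RBC culture at 2% hematocrit, 0.1% parasitemia final, 37 C/5% CO2; decreased signal taken as growth inhibition.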
Pf growth 96h – inhibits malaria parasite growth, 96 h; Potency, µM (series often up to 28.7 µM), without a hit: top-dose activity change, negative = inhibition, most hits filed as inhibitors; hit rate 6.9% among 320,000; P. falciparum luciferase reporter growth, 96 h; further: potency means the concentration at half of the fitted maximal effect; on the % scale 0 is the no-effect control and ±100 the full control effect
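Compounds incubated with erythrocytes infected by luciferase-expressing P. falciparum (2% hematocrit, 0.05% parasitemia final) for 96 hours, 37 C in 5% CO2. Growth inhibition scored as decreased luciferase luminescence.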
Giardia FBPA inh – Giardia lamblia aldolase inhibition; purified Giardia FBPA; Potency, µM (doses to about 59.6 µM), inactives show at the top dose activity, negative = inhibition, usual class: inhibitors; hit rate 0.71% among 290,000; further: potency means the concentration at half of the fitted maximal effect; on the % scale 0 is the no-effect control and ±100 the full control effect; nearly all actives have a fitted effect of over 55% in size
Target sequence (A8B2U2 whole entry, looked up): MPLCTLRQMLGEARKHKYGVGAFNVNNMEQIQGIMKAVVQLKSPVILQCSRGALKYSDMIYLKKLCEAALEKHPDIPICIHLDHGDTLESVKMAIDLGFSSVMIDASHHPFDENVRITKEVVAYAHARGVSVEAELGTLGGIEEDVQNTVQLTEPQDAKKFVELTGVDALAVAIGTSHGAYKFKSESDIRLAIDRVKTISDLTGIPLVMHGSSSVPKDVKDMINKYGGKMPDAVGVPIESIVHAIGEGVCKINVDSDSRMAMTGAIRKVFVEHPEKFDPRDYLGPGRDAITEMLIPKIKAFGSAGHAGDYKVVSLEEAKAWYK
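40 nM FBPA preincubated 10 min at RT with compound (up to 57.5 uM final), then substrate plus GAPDH/TPI/NAD/arsenate coupling and diaphorase/resazurin added. Fluorescence read after 20 min at RT, 525/598 nm.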
Shiga toxin inh – inhibitors of Shiga toxin in Vero cells | Vero cells, Shiga toxin protein synthesis inhibition reporter | inhibition, % at 38.7 µM | hit rate 9.2% among 290,000; in the data active means inhibition mostly above about 28%, no sharp cut-off; inactive means mostly below about 43%; further: 0% is about no effect
HCV inh – HCV inhibition; Huh7.5.1 HCVcc-Cre infection, luciferase reporter, 44 h; Potency, µM (titrated, usually from 41.8 µM), inactives show at the highest dose activity change, negative = inhibition, most hits filed as inhibitors; hit rate 3.4% among 340,000; further: potency means the concentration at half of the fitted maximal effect; on the % scale 0 is the no-effect control and ±100 the full control effect
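HCVcc-Cre virus at an moi near 0.5 was added right after compound to cells cultured 4 h from seeding (1,000 cells/well). Luciferase activity was determined 44 h later, 15 min after substrate addition at RT.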
Cycloheximide cs – counter-screen hit for Shiga toxin inhibitors, cycloheximide. cell reporter, cycloheximide protein synthesis inhibition counterscreen. max response, %. hit rate 12% among 300,000. AID 2314; in the data active means max response mostly above about 13%, no sharp cut-off; inactive means mostly below about 14%; further: read at 38.3 µM for the half of the compounds with a filed dose; 0% is about no effect
An asterisk follows results filed as active; u = inconclusive; x = no result given; & = joins results of further samples; [ ] = remark or other dose. Unless noted, the call rests on the fitted dose curve; in most records, active means well fitted curve in the direction sought with a large enough effect; inconclusive means small, poorly fitted or top-dose-only effect, or another doubt; inactive means no such curve, though single readings can be large; an effect the other way counts as inactive or inconclusive.

Start of the data: the first 4 entries (preview)
canonical_smiles,Pf growth 96h,Shiga toxin inh,HCV inh,Cycloheximide cs,Pf growth 48h,Giardia FBPA inh
CN(CC1CCCO1)S(=O)(=O)c1ccc(C(=O)Nc2nc(-c3ccccn3)cs2)cc1 (stereo not drawn),3.29µM*,-11.9,4.47µM*,-3.9,11.7µM*,-7.2%
CCOC(=O)C1CCN(C(=O)C2c3ccccc3C(=O)N(C)C2c2ccc(OC)cc2)CC1 (stereo not drawn),u,-6.1,9.0%&0.2%,-1.6,-4.5%,2.8%
CCCN1Cc2cccc(C(=O)N3CCN(c4cc(Cl)ccc4C)CC3)c2C1=O,u,22.9,u,-2.0,x,-3.1%
Cc1ccc2nc(/C(C#N)=C/c3cn[nH]c3-c3ccc(F)cc3)[nH]c2c1,u,13.5,-70.6%,6.6,u,-4.1%

This part in full, previewed entries included:
canonical_smiles,Pf growth 96h,Shiga toxin inh,HCV inh,Cycloheximide cs,Pf growth 48h,Giardia FBPA inh
CN(CC1CCCO1)S(=O)(=O)c1ccc(C(=O)Nc2nc(-c3ccccn3)cs2)cc1 (stereo not drawn),3.29µM*,-11.9,4.47µM*,-3.9,11.7µM*,-7.2%
CCOC(=O)C1CCN(C(=O)C2c3ccccc3C(=O)N(C)C2c2ccc(OC)cc2)CC1 (stereo not drawn),u,-6.1,9.0%&0.2%,-1.6,-4.5%,2.8%
CCCN1Cc2cccc(C(=O)N3CCN(c4cc(Cl)ccc4C)CC3)c2C1=O,u,22.9,u,-2.0,x,-3.1%
Cc1ccc2nc(/C(C#N)=C/c3cn[nH]c3-c3ccc(F)cc3)[nH]c2c1,u,13.5,-70.6%,6.6,u,-4.1%
CCc1ccc(CN(C)CC(=O)Nc2ccc(S(=O)(=O)N3CCOCC3)cc2)cc1,u,x,-16.2%,x,10.4µM*,x
COc1ccc(NC(=O)CCNC(=O)c2ccco2)cc1Cl,14.2%,-6.4,4.6%,-2.5,0.0%,-3.9%
CN(C(=O)CC1C(=O)NCCN1Cc1ccc2ccccc2c1)C1CCOCC1 (stereo not drawn),u,-0.8,1.6%,0.5,-7.8%,x
COC1OC(COC(=O)CNC(=O)OC(C)(C)C)C(O)C(O)C1O (stereo not drawn),24.0%,-6.7,0.4%,0.9,16.2%,0.6%
Cc1ccsc1/C=N/NC(=S)NCc1ccccc1,-24.2%,13.4,u,21.2,2.94µM*,15.8%
Cc1ccc(C(=O)CCNc2ccccc2)o1,x,75.8*,-16.8%,27.4*,-3.1%,-3.1%
COc1cc(/C=C/C(=O)c2ccc(C)c([N+](=O)[O-])c2)cc(OC)c1O,-26.0%,-6.2,u,-1.0,0.0%,-12.1%
COc1cc(C)nc(Oc2ccc(OCc3ccccc3)nn2)n1,6.0%,-28.4,4.8%,-2.6,x,0.0%
COc1ccc(NC(=O)COC(=O)C2=COCCO2)cc1OC,15.6%,-3.7,9.7%,7.9,-20.1%,2.6%
Cc1cccc(NC(=O)CSCC(=O)Nc2ccc(S(=O)(=O)N3CCOCC3)cc2)c1,-13.5%,x,1.0%,x,-23.8%,x
COc1ccc(OC)c2sc(N(CCN(C)C)C(=O)/C=C/c3cccs3)nc12,u,-22.2,u,-17.2,u,x

Next records follow.
canonical_smiles,Pf growth 96h,Shiga toxin inh,HCV inh,Cycloheximide cs,Pf growth 48h,Giardia FBPA inh
COc1ccc(CNC(=O)COC(=O)c2c(C)nn(-c3ccccc3)c2C)cc1OC,53.4%[activator],x,u,x,-4.9%,x
CN1CCc2nc(SCC(=O)Nc3ccc(OC(F)(F)F)cc3)c(C#N)c(-c3cccs3)c2C1,0.0%,0.8,12.6µM*,5.1,0.0%,u
O=C(NC(Cc1ccccc1)C(=O)NCCc1ccccn1)c1cccs1 (stereo not drawn),-10.8%,24.4,17.9%,-2.7,4.3%,-16.4%
C(=N\N1CCN(C2c3ccccc3-c3ccccc32)CC1)/c1cccnc1,-18.6%,-2.7,-20.4%,-2.8,u,0.8%
COC(=O)[C@@]12CCCN1[C@H](c1ccc(-c3ccccc3)cc1)[C@@H]1C(=O)N(C)C(=O)[C@@H]12,u,x,-9.8%,x,7.38µM*,x
Cc1cn(-c2ccc(Br)cc2)[nH]c1=O,x,63.6*,5.1%,39.3*,60.4%[activator],14.5%
Nc1ccc(S(=O)(=O)C(F)(F)F)cc1N,-4.9%,-4.9,0.0%,8.9,u,-8.6%
CCOc1ccc(S(=O)(=O)Nc2cnc3ccccc3c2)cc1,-23.5%,1.9,1.78µM*,-1.7,5.9%,-0.4%
CN(C)c1nc(SCc2ccc(Cl)cc2)nc2c1CCCC2,u,2.9,u,10.2,u,-4.8%
CCn1nnnc1SCC(=O)Nc1ccc(OCc2ccccc2)cc1,13.4%,12.1,-8.1%,-1.9,-27.4%,2.5%
COc1ccccc1CNC(=O)COC(=O)CSc1ccc(Cl)cc1,53.9%[activator],x,-13.2%,x,u,x
Cc1ccc(-c2nn(-c3ccccc3)cc2CN(Cc2ccccc2)C(=O)c2ccco2)o1,11.7µM*,-3.1,10µM*,-1.0,x,2.0%
Cc1ccc(S(=O)(=O)NCCC(=O)NCCN2CCCCCC2)cc1,0.8%,-3.5,14.4%,-1.5,-6.5%,-2.9%
COc1ccc(C2C(C(=O)N3CCC4(CC3)OCCO4)CC(=O)N2c2ccc(OC)cc2)cc1 (stereo not drawn),x,-7.0,21.0%,-1.8,11.7µM*,11.0%
COc1cccc(NC(=O)CSc2nnc(-c3ccoc3C)n2CC2CCCO2)c1 (stereo not drawn),38.7%[activator],22.3,2.5%,-1.7,10.4%,-1.7%

The results go on.
canonical_smiles,Pf growth 96h,Shiga toxin inh,HCV inh,Cycloheximide cs,Pf growth 48h,Giardia FBPA inh
Cc1ccc(C(=O)CSc2nnc(CNc3ccc(F)cc3)o2)cc1,-13.4%,25.3,-4.6%,10.3,4.3%,-1.0%
Cc1ccc(C(=O)N(C)CC(=O)Nc2cccc(F)c2)cc1S(=O)(=O)N1CCCCC1,-28.3%,x,-18.0%,x,-4.8%,x
COc1ccc(-c2noc(COc3ccc4ccccc4c3Br)n2)cc1OC,24.3%,2.0,u,-2.5,19.2%,-0.4%
COCCN(C(=O)CSc1nc2ccc(C)cc2[nH]1)c1c(N)n(Cc2ccccc2)c(=O)[nH]c1=O,27.0%,29.9,10.9%,1.1,8.0%,-0.3%
CCc1ccc(CN(C(=O)c2cccs2)C2CCS(=O)(=O)C2)cc1 (stereo not drawn),-24.1%,-6.8,6.5%,-3.8,u,-1.5%
Cc1ccc(CN2CCNC(=O)C2CC(=O)NCc2csc(C(C)C)n2)cc1 (stereo not drawn),11.7µM*,-6.4,26.2%,-3.1,u,x
O=S(=O)(NCCCN1CCOCC1)c1ccc(Cl)cc1,0.3%,20.7,21.2%,-1.2,-15.1%,1.0%
Fc1ccc(Nc2ncnc3ccccc23)cc1,8.9%,x,-27.3%,22.2*,23.9%,u
COc1ccc(/C=N/OCC(=O)N=Nc2c(O)[nH]c3ccc(Br)cc23)cc1OC,25.5%,-3.5,-11.8%,-3.8,-3.8%,-2.9%
CCOc1ccc(-c2cc(C(=O)N/N=C/c3cccnc3)c3ccccc3n2)cc1,u,62.5*,-24.6%,26.2*,20.7%,x
Cc1cc2ncn(C(=O)c3cc(-c4ccccc4)nc4ccccc34)c2cc1C,5.0%,-9.2,u,-1.8,10.1%,-6.5%
CC(C)CCNC(=O)Cn1c2c(c(-c3ccccc3Cl)cc1=O)CCC2,-17.6%,31.6,-23.6%,10.0,x,-6.9%
Cc1ccc(NC(=O)C(NC2CCCC2)c2ccccc2)cc1Cl (stereo not drawn),11.7µM*,-12.1,-14.1%,5.5,13.1µM*,2.5%
COc1ccccc1CNC(=O)CSc1ccccc1,25.6%,49.8*,6.4%,18.7*,-28.6%,-8.1%
COc1ccccc1CNC(=O)COc1ccc(C)nc1[N+](=O)[O-],u,18.0,u,7.7,-6.7%,2.2%

Continued.
canonical_smiles,Pf growth 96h,Shiga toxin inh,HCV inh,Cycloheximide cs,Pf growth 48h,Giardia FBPA inh
Cc1ccc2c(c1)C(=O)CCN2,1.5%,3.1,14.9%,-1.9,x,1.0%
CCC(=O)Nc1nc2c(s1)COc1ccccc1-2,85.2%[activator],19.6,-10.2%,8.1,47.2%[activator],0.3%
Cc1ccc(S(=O)(=O)CCC(=O)NCc2ccccc2F)cc1,18.3%,x,3.2%,x,-21.0%,x
CCn1cc(C(=O)N[C@@H](C)C(=O)NCCCN2CCOCC2)c(=O)c2cc3c(cc21)OCO3,59.3%[activator],-4.1,18.0%,-6.6,-22.3%,17.7%
O=C(N/N=C/c1cn(-c2ccccc2)nc1-c1cc2ccccc2o1)c1ccncc1,-45.3%,131.9*,u,84.7*,-32.8%,2.8%
COc1cc(CN2CCN(C(=O)COc3ccccc3)CC2)cc(OC)c1OC,24.1%,-5.6,u,-1.5,u,u
COc1ccc(CN2C(=O)CSC2c2ccncc2)cc1 (stereo not drawn),-6.0%,2.5,-9.8%,-1.0,u,2.2%
c1ccc(CNc2ncnc3scc(-c4cccs4)c23)nc1,22.7%,-14.8,u,4.9,6.4%,-1.7%
COCc1cc(C)nc(OC)c1C(N)=O,4.7%,-7.2,0.2%,0.8,-8.0%,1.1%
N#Cc1nc(COc2ccc(F)cc2)oc1N1CCC(Cc2ccccc2)CC1,u,10.6,5.3%&-26.1%,5.4,-26.1%,-5.0%
CC(=O)OCC(=O)[C@@H]1CC[C@H]2[C@H]3CC[C@H]4C[C@@H](O)CC[C@]4(C)[C@@H]3C(=O)C[C@@]12C,0.0%[12.8 µM],x,x,x,5.9%[12.8 µM],0.9%[21.7 µM]
N#Cc1cccc(CN2CCC(=O)N([C@H](CO)c3ccccc3)CC2)c1,-14.1%,-4.5,-5.5%,-0.7,20.5%,17.5%
CSc1ccc(CN(C)CC(=O)NCc2ccccc2)cc1,-2.3%,-14.6,-10.6%,6.8,18.8%,7.7%
O=C(NC(NC(=S)Nc1ccccc1C(=O)O)C(Cl)(Cl)Cl)c1ccccc1 (stereo not drawn),-2.9%,-3.3,-12.0%,7.2,u,-16.7%
COc1ccc(N(CC(=O)NC(C)(C)C)C(=O)CCC(=O)Nc2nccs2)cc1,-8.5%,-4.6,9.2%,-1.2,-18.7%,-1.3%

The list continues:
canonical_smiles,Pf growth 96h,Shiga toxin inh,HCV inh,Cycloheximide cs,Pf growth 48h,Giardia FBPA inh
CC1CCCC(C)N1C(=O)/C=C/c1ccc(S(=O)(=O)N2CCOCC2)cc1 (stereo not drawn),u,x,8.5%,x,u,x
COc1ccc(C(=O)Nc2cc(C(=O)O)cc(C(=O)O)c2)cc1Cl,6.6%,-15.3,13.5%,-3.7,-20.5%,1.1%
CCn1c(=O)c(=O)[nH]c2cc(C(=O)N3CCN(Cc4ccc5c(c4)OCO5)CC3)ccc21,0.0%,7.6,-7.4%,-1.8,0.0%,5.6%
CC(=O)N1CCc2cc(S(=O)(=O)N3CCc4ccccc43)ccc21,u,-1.9,u,-1.9,-1.4%,-1.4%
COc1ccc(CN2CCN(c3cccc(C)c3C)CC2)cc1OC,x,-11.4,3.3%,1.0,x,u
CCCN(CCC)C(=O)Cn1c(=O)n(CCCC(=O)NCc2ccco2)c(=O)c2sccc21,11.2%,-15.6,3.9%,-9.8,2.1%,10.6%
Cc1sc(-n2c(C)cc(C=O)c2C)c(C(=O)O)c1C,u,-12.6,7.5%,0.9,x,11.6%
O=c1c2ccccc2nc2c3ccccc3c(NCCO)nn12,-8.4%,-7.0,-1.6%,1.6,u,-0.2%
Cn1c(=O)n(C)c2cc(NC(=O)c3ccc(F)cc3)ccc21,0.0%,16.3,10.0%,10.0,0.6%,-14.4%
CCn1c(COc2ccc(C)cc2)nnc1SCc1nc2ccccc2[nH]1,u,28.4,14.1µM*,0.6,u,5.8%
Cc1cc(C)c(S(=O)(=O)N2CCOC2CNC(=O)C(=O)NCCCn2ccnc2)c(C)c1 (stereo not drawn),1.0%,-6.4,-4.4%,-2.0,u,1.7%

From PubChem
